# Bim-Bcl-W: inhibitors of Bim-Bcl-W interaction, human; 0.02% of 190,000 active; bead-based flow cytometry, Bim peptide-Bcl-W binding; inhibition, % at 10 µM;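 further: 0% = bound tracer without compound and 100% = peptide blocker; higher means less fluorescent Bim peptide bound to Bcl-W beads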
# Bim-Bcl-XL: inhibitors of Bim-Bcl-XL interaction, human; Bim peptide-Bcl-XL binding, bead flow cytometry, fluorescence; inhibition, % at 10 µM; 0.04% of 190,000 active
# Target sequence (Q07817 whole entry, looked up): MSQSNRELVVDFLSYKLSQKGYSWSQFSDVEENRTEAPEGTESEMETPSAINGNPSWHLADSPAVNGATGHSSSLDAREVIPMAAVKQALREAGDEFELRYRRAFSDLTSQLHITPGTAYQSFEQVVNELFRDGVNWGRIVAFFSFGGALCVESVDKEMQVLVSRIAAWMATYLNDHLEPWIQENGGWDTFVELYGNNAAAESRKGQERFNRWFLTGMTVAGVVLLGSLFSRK
# Bim-Bfl-1: inhibitors of Bim-Bfl-1 interaction, human. Q16548. Bead-based flow cytometry, Bim-Bfl-1 binding inhibition. inhibition, % at 10 µM. 0.12% of 190,000 active;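 further: 0% = wells without compound plus tracer and 100% = blocker peptide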
# RGS7-Gao: modulates binding of RGS7 to human Galphao; P09471; Multiplexed bead flow cytometry; actives lie on both sides; binding response (% of control), % at 10 µM; 0.35% of 220,000 active; in the data active means binding response below about 49% or above about 150%; inconclusive means no clear call, values can overlap the other calls; inactive means in between;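 further: fluorescent Galphao held in activated GDP-AlF4 state binding bead-coupled RGS7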
# ABCB1 block: blocks JC-1 efflux by human ABCB1 transporter. P08183. CCRF-Adr cells, flow cytometry. inhibition, % at 6.6 µM. 0.067% of 190,000 active. AID 1326; in the data active means inhibition above about 40%;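 further: 0% = vehicle and 100% = reference inhibitor; higher value means more JC-1 retained so stronger ABCB1 efflux block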
# RGS8-Gao: modulates binding of RGS8 to human Galphao; multiplexed bead flow cytometry; actives lie on both sides; response (percent of control binding), % at 10 µM; 0.34% of 220,000 active; AID 1423; P09471; in the data active means response below about 60% or above about 140%; inactive means in between;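 further: Galphao activated as the GDP aluminium fluoride complex binding bead-coupled RGS8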
# GSH bead fluor: compound fluoresces at 488/530 nm on GSH beads. GSH beads flow cytometry, compound fluorescence 488/530 nm; hits give high values. 0.25% of 190,000 active. fluorescence (KMESF) at 10 µM; in the data active means fluorescence above about 89;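 further: glutathione beads carrying GST-tagged Bcl family fusion proteins plus one bare bead set; values are compound well signal with DMSO vehicle wells as background; inactives centre near 16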
# RGS4-Gao reg: human RGS4-Galphao interaction regulation; P09471; Multiplexed bead flow cytometry, RGS4-Galphao binding; actives lie on both sides; binding response (% of control), % at 10 µM; 0.33% of 220,000 active; AID 1415; in the data active means binding response below about 49% or above about 150%; inactive means in between;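 further: fluorescent Galphao activated with aluminum fluoride binding bead-coupled RGS4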
# ABCG2 inh: blocks JC-1 efflux by human ABCG2 transporter; AID 1325; inhibition, % at 6.6 µM; 0.1% of 190,000 active; Q9UNQ0; IgMXP3 cells, flow cytometry;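 active means inhibition above 80%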;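 further: 0% = DMSO and 100% = nicardipine control wells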
# Target sequence (Q9UNQ0 whole entry, looked up): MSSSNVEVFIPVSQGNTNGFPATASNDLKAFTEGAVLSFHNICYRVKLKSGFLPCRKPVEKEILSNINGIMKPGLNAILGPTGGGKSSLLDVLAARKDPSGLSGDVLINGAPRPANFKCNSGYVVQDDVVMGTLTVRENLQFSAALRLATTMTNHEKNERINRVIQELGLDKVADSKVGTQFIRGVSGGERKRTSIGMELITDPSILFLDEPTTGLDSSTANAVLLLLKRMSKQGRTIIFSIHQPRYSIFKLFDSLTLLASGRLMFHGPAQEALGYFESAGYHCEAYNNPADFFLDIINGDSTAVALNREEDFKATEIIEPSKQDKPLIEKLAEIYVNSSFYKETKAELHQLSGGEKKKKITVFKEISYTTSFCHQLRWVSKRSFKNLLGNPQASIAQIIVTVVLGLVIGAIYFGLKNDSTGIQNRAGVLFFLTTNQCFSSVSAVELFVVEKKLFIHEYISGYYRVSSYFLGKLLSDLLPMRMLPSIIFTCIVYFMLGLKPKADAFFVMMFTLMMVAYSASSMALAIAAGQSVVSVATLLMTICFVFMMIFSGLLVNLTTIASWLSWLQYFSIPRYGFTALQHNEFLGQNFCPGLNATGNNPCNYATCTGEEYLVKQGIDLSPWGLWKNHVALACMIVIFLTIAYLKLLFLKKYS
#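 Measure – % inhibition of efflux relative to nicardipine and DMSO · Test system – ABCG2 IgMXP3 and barcoded ABCB1 CCRF-Adr cell mix · Control set – nicardipine as high control, DMSO as low control · Compound – one concentration, 6.6 µM final · Signal – flow cytometry of retained JC-1 fluorescence · Timing – 10 min exposure at 25 °C with rotation, no wash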
# Bim-Bcl-B: human Bim-Bcl-B interaction inhibition | bead-based flow cytometry, Bim peptide-Bcl-B binding | AID 951 | 0.073% of 190,000 active | inhibition, % at 10 µM | Q9HD36;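 further: 0% = tracer peptide without compound and 100% = reference inhibitor peptide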
# Target sequence (Q9HD36 whole entry, looked up): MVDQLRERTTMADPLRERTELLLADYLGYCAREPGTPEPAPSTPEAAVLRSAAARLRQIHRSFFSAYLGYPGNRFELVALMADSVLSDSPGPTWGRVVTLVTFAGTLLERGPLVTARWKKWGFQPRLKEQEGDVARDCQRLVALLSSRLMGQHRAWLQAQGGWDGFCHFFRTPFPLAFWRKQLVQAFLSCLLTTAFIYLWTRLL
# Bcl-2 Bim block: inhibitors of Bim-Bcl-2 interaction, human; 0.06% of 190,000 active; AID 950; Bead-based flow cytometry, Bim peptide-Bcl-2 binding; inhibition, % at 10 µM; in the data active means inhibition above about 40%; inconclusive means no clear call, values can overlap the other calls;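 further: 0% = no compound wells with probe peptide and 100% = reference peptide inhibitor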
# An asterisk follows results filed as active; u = inconclusive; x = no result given. Unless noted, no stated cut-off is given here; in the data, active means inhibition above about 40%. No enrichment for hits; any-hit rate near 1.1%.
# The opening four compounds, ahead of the listing:
SMILES,Bim-Bcl-W,Bim-Bcl-XL,Bim-Bfl-1,RGS7-Gao,ABCB1 block,RGS8-Gao,GSH bead fluor,RGS4-Gao reg,ABCG2 inh,Bim-Bcl-B,Bcl-2 Bim block
Cc1cc(C)n(C(=O)CNC(=O)/C=C/c2ccccc2)n1,-5,-3,-15,102,0.1,106,52,100,2,-7,-14
COc1cccc(CNC(=O)C2CCCN(S(=O)(=O)c3c(C)n[nH]c3C)C2)c1 (stereo not drawn),3,-2,3,96,0.9,98,3,97,2,0,-2
O=C(c1ccccc1)C(C(=O)N1CCc2ccccc2C1)n1ccccc1=O (stereo not drawn),-2,-4,-5,105,x,103,10,107,5,-7,-1
CCOc1nc(-c2ccc(C)cc2)ccc1-c1noc(COC)n1,0,2,-1,102,0.4,101,11,101,6,-2,0

# The listing, from the first entry:
SMILES,Bim-Bcl-W,Bim-Bcl-XL,Bim-Bfl-1,RGS7-Gao,ABCB1 block,RGS8-Gao,GSH bead fluor,RGS4-Gao reg,ABCG2 inh,Bim-Bcl-B,Bcl-2 Bim block
Cc1cc(C)n(C(=O)CNC(=O)/C=C/c2ccccc2)n1,-5,-3,-15,102,0.1,106,52,100,2,-7,-14
COc1cccc(CNC(=O)C2CCCN(S(=O)(=O)c3c(C)n[nH]c3C)C2)c1 (stereo not drawn),3,-2,3,96,0.9,98,3,97,2,0,-2
O=C(c1ccccc1)C(C(=O)N1CCc2ccccc2C1)n1ccccc1=O (stereo not drawn),-2,-4,-5,105,x,103,10,107,5,-7,-1
CCOc1nc(-c2ccc(C)cc2)ccc1-c1noc(COC)n1,0,2,-1,102,0.4,101,11,101,6,-2,0
CCOC(=O)Cc1cc(-c2ccccc2)nc2ccc3ccccc3c12,-1,-5,-13,98,1.9,101,40,102,42,-8,-9
O=C(CCCn1c(=S)[nH]c2ccsc2c1=O)Nc1ccc2c(c1)OCCO2,-5,0,-2,108,-1.3,101,56,105,-2,-2,-5
CCOC(=O)c1sc2nc(N3CCOCC3)c3c(c2c1N)CCC3,-2,-3,0,101,0.5,102,15,99,6,-1,-1
Cc1nc2ccccc2nc1CN1CCC(CO)(CC2CCCCO2)CC1 (stereo not drawn),-4,-4,-6,96,0.8,101,11,98,2,-2,-4
CCOC(=O)c1c(NC(=O)C2C3C=CC(C3)C2C(=O)O)sc2c1CC(C)CC2 (stereo not drawn),2,0,5,101,0.5,100,9,103,5,6,7
CSCCC(NC(=O)c1cccc([N+](=O)[O-])c1)C(=O)O (stereo not drawn),-7,-7,-10,113,0.6,115,13,106,19,-10,-13
O=C(Cc1ccccc1)Nc1ccc(NC(=O)c2cccc(Cl)c2)cc1,-5,-7,-12,94,0.0,101,15,100,9,-8,-5
CC(C)Cn1cnc2c(c1=O)c1nc3ccccc3nc1n2Cc1ccc2c(c1)OCO2,-2,-1,-5,99,0.2,101,73,99,0,-5,-2
COc1ccccc1[C@@H]1C(c2cccc(Cl)c2)=NN(c2ccccc2)[C@H]1C(=O)N1CCOC1=O,-4,-3,-1,102,1.1,105,19,107,1,-6,-2
COC(=O)c1c(NC(=O)CN2CCC3(O)CCCCC3C2c2cc(OC)ccc2OC)sc(C)c1C (stereo not drawn),-5,-5,-1,96,5.1,100,12,95,16,-10,-4
CCN(CC)C(=O)CSc1nc2c(sc(=S)n2CC)c(=O)n1-c1ccccc1,1,-3,-4,102,3.0,98,5,100,5,-1,-2
O=C(NCc1ccccc1)C(=O)NCC1OCCN1S(=O)(=O)c1cccs1 (stereo not drawn),0,-2,1,x,0.0,x,18,x,3,-1,0
COc1ccc(NC(=O)c2ccc([N+](=O)[O-])s2)c([N+](=O)[O-])c1,0,0,-7,101,0.1,102,19,105,9,-1,-3
Cc1cccc(N=Nc2c(O)[nH]c3ccc(F)cc23)c1,-4,-3,-5,95,0.7,99,15,95,32,-4,-2
COc1ccc(OC)c(C2C(C(C)=O)=C(O)C(=O)N2c2ccc(F)cc2)c1 (stereo not drawn),-2,-10,-15,96,0.2,105,24,93,4,-6,-6
O=[N+]([O-])c1cccc2ccc(/C=C/c3ccc(F)cc3)nc12,-1,-6,-17,103,-0.8,102,9,101,-5,-7,-11
CC(=O)N1CN(S(=O)(=O)c2ccc(C)cc2)CC1C (stereo not drawn),-2,-5,-2,96,0.0,96,38,99,0,-3,-5
c1cnc(NCCNc2ncccn2)nc1,-2,-12,-20,102,0.1,101,34,104,-1,-11,-9
CC(C)CCN1CCN(Cc2ccc(C#CCCO)cc2)CC1CCO (stereo not drawn),-2,-4,-7,94,0.8,99,10,93,1,-4,-1
COc1ccccc1CNC(=O)c1cc(-c2cccnc2)nc2ccccc12,1,-2,-5,100,1.1,100,11,96,6,-2,-4
Cc1ccccc1-n1c(SCC(=O)N2CCN(c3ccccc3)CC2)nnc1-c1ccncc1,0,-5,-6,102,0.6,99,32,98,0,-17,-7
CC(C(=O)N1CCN(C)CC1)N1C(=O)c2ccccc2C1=O (stereo not drawn),0,-4,-12,105,0.4,104,14,103,4,-7,-11
CCCCC(CCC(=O)Nc1ccccc1C(=O)OCC)C(=O)O (stereo not drawn),0,4,-16,99,-0.1,102,24,99,0,-8,-9
N=c1c(S(=O)(=O)c2ccccc2)cc2c(=O)n3ccccc3nc2n1Cc1ccco1,5,7,8,103,1.5,99,30,99,3,8,0
Nn1c(SCc2cccc(C(F)(F)F)c2)nnc1-c1ccco1,0,-1,-13,99,0.5,101,41,100,2,-12,-9
NNC(=O)c1ccc(CSc2nc3ccccc3[nH]2)cc1,2,-1,0,u,0.3,101,17,101,1,0,2
O=C(Cn1ccc(C(F)(F)F)n1)N/N=C/c1cccs1,-3,-8,-15,102,0.2,101,9,101,-2,-11,-8
CC[n+]1c(C)n(-c2ccccc2)c2ccc(NC(C)=O)cc21,13,8,0,104,0.5,106,13,105,2,16,6
Cc1oncc1C(=S)Nc1ccccc1,-7,-5,-3,106,0.0,119,6,112,1,-1,-2
CCOC(=O)Cc1csc(NC(=O)c2cccc(OC)c2)n1,2,3,-7,100,0.5,99,36,100,3,-5,-6
COc1ccccc1N1CCN(C(c2ccc(F)cc2)c2nnnn2C(C)C)CC1 (stereo not drawn),2,0,-13,102,1.8,99,19,100,12,-4,-12
C=CCn1c(Oc2cccc(C)c2)nc2c1c(=O)n(C)c(=O)n2C,0,0,-3,98,0.6,98,18,99,5,-1,0
O=C(NCc1ccccc1)c1ccc(-c2ccc(F)cc2)o1,0,-2,0,100,0.2,101,23,101,1,-4,2
O=C(c1ccccc1)c1cc2ccc(O)cc2oc1=O,-4,-2,1,120,1.5,109,26,124,13,-1,0
NS(=O)(=O)c1ccc(NC(=O)COC(=O)CNC(=O)C23CC4CC(CC(C4)C2)C3)cc1,0,-1,-6,u,0.4,103,12,104,1,-3,-3
CS(=O)CSc1nc2c(cc1C#N)CCCC2 (stereo not drawn),2,-4,-4,89,0.5,98,46,85,2,-3,0

# Single records (already shown). Values in the order: Bim-Bcl-W, Bim-Bcl-XL, Bim-Bfl-1, RGS7-Gao, ABCB1 block, RGS8-Gao, GSH bead fluor, RGS4-Gao reg, ABCG2 inh, Bim-Bcl-B, Bcl-2 Bim block
# Profile of `Cc1oncc1C(=S)Nc1ccccc1` : -7, -5, -3, 106, 0.0, 119, 6, 112, 1, -1, -2
# Profile of `O=C(NCc1ccccc1)c1ccc(-c2ccc(F)cc2)o1` : 0, -2, 0, 100, 0.2, 101, 23, 101, 1, -4, 2

# Going on with the list:
SMILES,Bim-Bcl-W,Bim-Bcl-XL,Bim-Bfl-1,RGS7-Gao,ABCB1 block,RGS8-Gao,GSH bead fluor,RGS4-Gao reg,ABCG2 inh,Bim-Bcl-B,Bcl-2 Bim block
NNC(=O)C1CCCN1S(=O)(=O)c1ccc(Cl)cc1 (stereo not drawn),2,-1,-4,106,-0.3,103,14,105,0,-2,0
CC(CN1CCN(C)CC1)OC(=O)c1ccc(Cl)cc1Cl (stereo not drawn),-1,-1,-1,103,0.8,105,13,104,4,-3,-2
CCO[C@H]1OC(C(=O)O)=C[C@@H](C2CC2)[C@@H]1CCCO,-1,-3,-5,90,0.7,99,21,94,1,-5,-7
CCc1c(C(=O)Nc2nnc(C3CC3)s2)csc1C,0,-2,-8,94,0.9,99,13,97,16,-7,-4
CCN(CC)c1nc(N)nc(NS(=O)(=O)c2ccc(Cl)cc2)n1,1,0,0,100,0.2,98,11,101,0,0,0
Cc1nc2cc(C(F)(F)F)ccc2n1C1CCN(CC(=O)N2CCOCC2)CC1,0,-3,-10,98,0.1,101,15,97,1,-2,-12
O=C(CSc1nc2nc[nH]c2c(=O)[nH]1)NC1CCCCC1,0,-3,-13,102,0.1,104,32,102,0,-6,-8
O=C(NCc1ccccc1)C1C(=O)N(Cc2ccccc2)C(=O)C1C1(O)CCCC1 (stereo not drawn),5,-1,-13,104,0.5,104,9,105,1,-8,-6
NC(=O)CN(c1ccc(Cl)cc1)S(=O)(=O)c1ccccc1,-3,-6,-2,100,0.9,100,18,102,8,-7,-2
O=C(CN1CCN(c2ccccc2F)CC1)Nc1ccc2c(c1)CCC2,-1,-2,-1,107,x,101,10,106,6,-2,0
CCOC(=O)C(Cc1cc(C(C)=O)ccc1OCC)C(=O)OCC,0,-3,-14,97,-0.5,99,33,95,7,-4,-7
c1coc(-c2nnc(-c3ccc4c(c3)OCO4)o2)c1,-3,-2,-2,102,0.2,102,16,101,0,-2,0
COc1cc(NC(=S)NC(=O)c2ccc(F)cc2)ccc1NC(=O)c1ccco1,-4,-8,-5,99,0.7,102,13,101,-4,-11,-16
O=C(Cc1ccccc1)N/N=C/c1ccc([N+](=O)[O-])s1,-2,-2,-2,100,0.0,99,9,98,4,-3,-5
Cc1ccc(S(=O)(=O)N2CCOCC2)cc1NC(=O)COC(=O)CNC(=O)c1ccc(Oc2ccccc2)cc1,-5,-4,-9,107,0.3,105,13,102,3,-5,-1
O=C(N/N=C/c1ccsc1)c1cc(-c2cccs2)nc2ccccc12,-12,-13,-2,87,0.6,92,16,87,-5,-13,-4
CC1CCCCC1N1CN=C(Nc2nc3ccccc3s2)NC1 (stereo not drawn),-1,-4,0,98,-0.6,119,30,101,-3,-1,0
Cc1cc(C(=O)CSc2nnc(-c3ccco3)o2)c(C)n1CC1COc2ccccc2O1 (stereo not drawn),-2,-7,-7,99,1.5,100,13,99,6,-9,-8
CCCOc1ccc(N2C(=O)CC(N3CCN(CCN=CC4C(=O)CC(C)(C)CC4=O)CC3)C2=O)cc1 (stereo not drawn),-2,0,-2,103,0.3,100,11,101,3,-4,-2
Oc1ccc(Br)cc1/C=N/Nc1ncc(-c2ccccc2)cn1,3,3,0,113,-0.5,98,26,101,-1,0,4
O=C(CSc1nc2ccccc2o1)NC1CCCC1,0,-1,-3,98,2.1,98,14,99,35,-4,1
CC1CC(C)CN(C(=O)Cn2cc(C=O)c3ccccc32)C1 (stereo not drawn),1,3,-6,102,0.3,103,12,102,2,-1,-1
CCOC(=O)C(C)(C)N(Cc1ccc(C)cc1)S(=O)(=O)c1ccc(Cl)c([N+](=O)[O-])c1,-3,-4,3,86,1.0,88,11,93,15,0,-6
CC(=O)c1c(C)[nH]c(C(=O)NC2=NCCS2)c1C,1,0,-3,102,0.0,100,29,99,4,0,0
COc1cccc(OC)c1C(=O)NC(=S)Nc1ccc(S(=O)(=O)Nc2nccs2)cc1,6,0,5,91,-0.4,87,12,96,-2,1,3
